Screens deposited in PubChem by The Scripps Research Institute Molecular Screening Center.
TCR-CD3 inh – inhibitors of human TCR-CD3 interaction, primary screen, biochemical, fluorescence, TAMRA-labeled TCR probe | inhibition, % at 9.4 µM | hit rate 0.37% among 360,000 | AID 651800, 2012 | T-cell receptor (TCR); in the data active = inhibition above about 19%;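 note: recombinant mutant TCR 2C K166C tagged with TAMRA read by polarization; 0% = receptor in buffer alone and 100% = receptor with positive control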
PRMT1 FP inh – PRMT1 methyltransferase inhibitors, primary screen, biochemical, fluorescence polarization | recombinant PRMT1, activity-based probe fluorescence polarization | inhibition, % at 2.79 µM | Protein arginine N-methyltransferase 1 (Homo sapiens), Q99873 | hit rate 1.3% among 370,000;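 active = inhibition above about 21% made by adding two undisclosed values, limit read from the data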
Target sequence (Q99873 whole entry, looked up): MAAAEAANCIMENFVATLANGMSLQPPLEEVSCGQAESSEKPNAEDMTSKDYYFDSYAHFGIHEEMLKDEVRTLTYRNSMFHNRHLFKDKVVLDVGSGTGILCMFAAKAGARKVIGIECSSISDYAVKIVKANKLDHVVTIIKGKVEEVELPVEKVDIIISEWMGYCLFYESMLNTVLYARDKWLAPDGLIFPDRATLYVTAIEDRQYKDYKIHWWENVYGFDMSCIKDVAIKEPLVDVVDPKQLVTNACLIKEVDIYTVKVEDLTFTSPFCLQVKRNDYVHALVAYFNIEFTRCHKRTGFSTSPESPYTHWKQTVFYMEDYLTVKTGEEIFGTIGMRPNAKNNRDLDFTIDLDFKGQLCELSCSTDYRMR
DDE Tn7 FP inh – inhibitors of Tn7 peptide binding to fibrin DD(E), primary screen, biochemical, fluorescence polarization, human fibrin, Tn7 probe; AID 720508, 2013; FP displacement of FITC-Tn7 peptide from fibrin DD(E); 0% = median of compound wells per plate; hit rate 0.13% among 370,000; inhibition, % at 8.3 µM; Fibrinogen beta chain (Homo sapiens), P02675;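 active = inhibition above the mean of compounds falling within the control limits plus 3 SD of them, cut at about 14% in these data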;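 note: 0% = plate median of compound wells and 100% = 10 µM Aha-Tn7 peptide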
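system = human fibrin DD(E) protein | quantity = DD(E) 2 µM final | medium = Tris/NaCl/CaCl2 buffer, pH 7.8 | also added = labelled Tn7 tracer, 0.1 µM | compound dosing = single point at 8.3 µM | timing = compound with protein 10 min, then 3 h after probe, room temperature | signal = FP measurement | benchmarks = Aha-Tn7 high control | repeats = one replicate per compound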
UHRF1 MBD2 ctr – UHRF1 methylated DNA binding inhibitors, primary screen, counter-screen for MBD2 inhibitor project, biochemical, TR-FRET, human UHRF1, single concentration | E3 ubiquitin-protein ligase UHRF1 (Homo sapiens), Q96T88 | inhibition, % at 4.4 µM | AID 687016, 2013 | hit rate 0.75% among 370,000 | UHRF1 binding to methylated oligo; in the data active = inhibition above about 21%;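 note: UHRF1 SRA domain binding a hemimethylated CpG hairpin DNA probe; 0% = median of test compound wells and 100% = reference inhibitor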
HTRA1 inh – HTRA1 serine protease inhibitors, primary screen, biochemical, fluorescence polarization, HTS | recombinant HTRA1, FP-rhodamine activity-based probe | inhibition, % at 5.96 µM | hit rate 0.5% among 340,000; in the data active = inhibition above about 36%;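 note: 0% = enzyme with DMSO and 100% = wells lacking enzyme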
PG9 Ab binder – binders of HIV-1 gp120 antibody PG9, primary screen, biochemical, TR-FRET; HIV-1 gp120 / PG9 antibody interaction; TR-FRET gp120-PG9 antibody binding; inhibition, % at 6.7 µM; hit rate 0.43% among 360,000; in the data active = inhibition above about 8.5%
TDP2 inh – human TDP2 enzyme inhibitors, primary screen, biochemical, epi absorbance, recombinant enzyme. Tyrosyl-DNA phosphodiesterase 2 (Homo sapiens), O95551. T5PNP hydrolysis, p-nitrophenol absorbance 415 nm. inhibition, % at 12.8 µM. hit rate 0.34% among 370,000;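 active = inhibition above the mean of all tested compounds plus 3 SD, set per campaign, cut at about 25% in these data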;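 note: 0% = DMSO with enzyme and 100% = buffer with substrate but no TDP2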
Target sequence (O95551 whole entry, looked up): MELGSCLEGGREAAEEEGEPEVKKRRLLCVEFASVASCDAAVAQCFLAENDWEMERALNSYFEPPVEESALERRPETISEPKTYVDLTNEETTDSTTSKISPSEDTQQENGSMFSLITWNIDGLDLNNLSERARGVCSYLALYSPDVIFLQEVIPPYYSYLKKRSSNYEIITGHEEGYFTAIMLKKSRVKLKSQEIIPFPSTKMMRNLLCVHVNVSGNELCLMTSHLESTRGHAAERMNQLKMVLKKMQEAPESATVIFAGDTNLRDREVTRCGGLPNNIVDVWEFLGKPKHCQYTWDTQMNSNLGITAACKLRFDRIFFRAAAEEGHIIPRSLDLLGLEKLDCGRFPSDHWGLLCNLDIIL
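Material: recombinant human TDP2; quantity: TDP2 enzyme at 120 nM final; medium: Tris-HCl pH 7.5 with MgCl2; compound: single concentration, 12.8 µM nominal, with 1% DMSO; incubation: 2 h enzyme incubation at 37 °C; signal: epi absorbance; measure: percent inhibition; benchmarks: high control without enzyme, low control DMSO plus TDP2; repeats: singlicate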
SIAE inh – human SIAE inhibitors, primary screen, biochemical, fluorescence polarization, FP-Rh probe, 1536-well HTS | Sialate O-acetylesterase (Homo sapiens), Q9HAT2 | hit rate 0.69% among 370,000 | AID 1053197, 2014 | SIAE FP-Rh probe binding | inhibition, % at 9.66 µM;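 active = inhibition above a cutoff: mean of compounds within the control limits plus 3 SD of those, cut at about 17% in these data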;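 note: 0% = plate median of compound wells and 100% = probe without SIAE protein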
LEDGF integ inh – blockers of LEDGF/p75-dependent integrase strand transfer – biochemical, TR-FRET, high throughput, primary screen. HIV-1 integrase (with human LEDGF/p75). TR-FRET IN-LEDGF/p75 DNA integration, Eu/Cy5. inhibition, % at 3.7 µM. hit rate 0.64% among 370,000. AID 743269, 2014;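 active = inhibition above the screen-wide mean plus 3 SD, cut at about 13% in these data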;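 note: signal is the Cy5 over europium emission ratio at 671 and 618 nm; 0% = plate median of compound wells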
mABHD4 FP – ABHD4 inhibitors, primary screen, biochemical, fluorescence polarization, mouse; hit rate 0.54% among 370,000; inhibition, % at 8.92 µM; purified mABHD4, FP-Rh probe fluorescence polarization; AID 720543, 2013;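 active = inhibition exceeding the mean over every tested compound plus 3 SD, cut at about 30% in these data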;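 note: 0% = plate median of compound wells and 100% = S159A mutant with DMSO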
Target sequence (Q8VD66 whole entry, looked up): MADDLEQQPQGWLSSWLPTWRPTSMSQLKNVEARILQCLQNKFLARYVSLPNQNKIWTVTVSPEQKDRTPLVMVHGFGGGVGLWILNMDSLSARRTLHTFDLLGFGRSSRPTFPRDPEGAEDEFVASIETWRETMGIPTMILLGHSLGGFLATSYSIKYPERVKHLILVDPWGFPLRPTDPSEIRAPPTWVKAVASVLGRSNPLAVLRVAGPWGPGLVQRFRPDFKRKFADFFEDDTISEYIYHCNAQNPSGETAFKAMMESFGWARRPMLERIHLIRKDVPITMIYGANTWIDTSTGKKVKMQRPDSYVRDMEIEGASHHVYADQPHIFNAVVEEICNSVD
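Test system: mABHD4 protein | Buffer or medium: HEPES pH 7.0 buffer, 150 mM NaCl, 0.01% Pluronic F-127 | Probe or stimulus: FP-Rh fluorescent activity-based probe, added after compound pre-incubation | Timing: Pre-incubation 45 min, probe exposure 60 min, at 25 °C | Technique: Fluorescence polarization, excitation 525 nm, emission 598 nm, BODIPY TMR filters | Repeats: Single well per compound (singlicate)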
* marks the source's active call; other numbers are inactive results; / = not tested or not shown.

SMILES	TCR-CD3 inh	PRMT1 FP inh	DDE Tn7 FP inh	UHRF1 MBD2 ctr	HTRA1 inh	PG9 Ab binder	TDP2 inh	SIAE inh	LEDGF integ inh	mABHD4 FP
COc1ccc(-c2cn(-c3ccc(C)cc3C)c(=O)[nH]2)cc1OC	-2	4	2	3	-2	-0.4	3	1	-4	1
CCOc1ccc(-c2nnc(-c3cccnc3)o2)cc1OCC	-1	2	-1	4	3	1.6	-8	0	2	9
Cc1cccc(NC(=O)CNC(=O)CN2CCN(C)CC2)c1C	7	2	-5	-1	-3	-0.5	15	11	-7	7
CC(=O)c1ccc(NC(=O)Nc2ncn(Cc3cccc(C)c3)n2)cc1	7	-1	-6	0	-4	0.2	-1	-7	1	3
COC(=O)c1ccc2c(=O)n(CCN3CCOCC3)c(SCC(=O)Nc3ccc(C)cc3)nc2c1	0	5	-10	-2	7	-2.2	2	3	-3	0
O=C(CN1CCOCC1)N/N=C/c1ccccc1	5	-1	-3	-2	1	0.7	-9	-4	2	-8
CCOC(=O)C1CCN(c2c(NCc3ccc(C(=O)NC4CCCC4)cc3)c(=O)c2=O)CC1	-6	0	2	0	1	-1.2	3	2	-2	0
Cc1cc(C)n(CC(O)COc2ccc(C(C)(C)C)cc2)n1 (centres undefined)	1	-3	-2	-3	-6	0.9	-3	-1	2	-7
CC(C)CC(NC(=O)C(COCc1ccccc1)NC(=O)OC(C)(C)C)C(=O)NN (centres undefined)	3	-8	5	-2	-34	-2.9	-5	-2	1	-12
FC(F)(F)c1cc(CCN2CCNC[C@@H]2CC2CCCCC2)cc(C(F)(F)F)c1	4	-2	1	10	-1	-0.8	-12	6	-2	28
C[C@@H]1C(=O)O[C@H]2C[C@@]34[C@H]5C[C@@H](C(C)(C)C)[C@]36[C@@H](OC(=O)[C@@H]6O)O[C@@]4(C(=O)O5)[C@]21O	6	-3	-3	-1	5	0.3	5	1	-3	-1
Cc1ccc(C)c(S(=O)(=O)N2CCN(C(=O)CSc3ccccc3)CC2)c1	-1	-4	0	-5	-3	-0.9	-5	4	1	3
COc1ccc(OCC(=O)NNC(=O)c2cc3ccccc3o2)cc1	5	-2	-5	-3	-2	-1.9	-3	4	1	-7
COc1cccc(-c2cc(CNC(=O)[C@H]3O[C@@H](n4cnc(C(N)=O)n4)[C@H](O)[C@@H]3O)no2)c1	-1	-6	0	0	/	3.2	-12	77*	5	-13
Cc1ccc(S(=O)(=O)N2CCOCC2)cc1NC(=O)CSc1nnc(C2CC2)n1C1CC1	2	-1	-8	1	-7	-1.8	-2	1	3	12
Nc1cc2c([N+](=O)[O-])cccc2o1	1	3	1	-5	8	-8.1	3	11	1	7
COc1ccc(OC)c(-c2csc(N(Cc3ccco3)C(=O)c3cccs3)n2)c1	-4	-2	-1	0	-9	-1.8	-13	-2	1	21
COc1ccc(CCNC(=O)C2CCN(S(=O)(=O)c3ccc(Cl)cc3)CC2)cc1OC	-3	1	1	2	-2	-0.8	5	5	-2	3
Cc1c(C)c2ccc(O[C@@H]3O[C@H](CO)[C@H](O)[C@H](O)[C@H]3O)c(C)c2oc1=O	4	0	-3	-2	-2	-1.3	2	-5	2	1
CCN(C(=O)c1c([N+](=O)[O-])cnn1C)c1ccccc1	3	0	6	1	37*	-1.2	12	0	0	-3

An excerpt of these results, in markdown:
| SMILES | TCR-CD3 inh | PRMT1 FP inh | DDE Tn7 FP inh | UHRF1 MBD2 ctr | HTRA1 inh | PG9 Ab binder | TDP2 inh | SIAE inh | LEDGF integ inh | mABHD4 FP |
| --- | --- | --- | --- | --- | --- | --- | --- | --- | --- | --- |
| O=C(CN1CCOCC1)N/N=C/c1ccccc1 | 5 | -1 | -3 | -2 | 1 | 0.7 | -9 | -4 | 2 | -8 |
| CCOC(=O)C1CCN(c2c(NCc3ccc(C(=O)NC4CCCC4)cc3)c(=O)c2=O)CC1 | -6 | 0 | 2 | 0 | 1 | -1.2 | 3 | 2 | -2 | 0 |

Later entries:
SMILES	TCR-CD3 inh	PRMT1 FP inh	DDE Tn7 FP inh	UHRF1 MBD2 ctr	HTRA1 inh	PG9 Ab binder	TDP2 inh	SIAE inh	LEDGF integ inh	mABHD4 FP
COc1ccc(N2CCN(CC(=O)Nc3ccccc3C(=O)NC(C)c3ccccc3)CC2)cc1 (centres undefined)	-4	-2	0	0	-5	0.2	5	4	-2	-2
CC(C)n1nnnc1C1c2ccccc2C(=O)N1Cc1cccnc1 (centres undefined)	-2	1	3	1	/	0.1	8	1	1	0
CC1(C)CC(=O)c2cc(OCC(=O)O)ccc2O1	1	-2	-8	2	2	0.2	-8	5	0	6
COc1cccc(CN(CC(=O)NC2CCCC2)C(=O)CCC(=O)Nc2cc(C)on2)c1	-5	0	0	-3	0	2.5	6	11	0	4
COc1c(C)cc(C(=O)C2CCCN(C(=O)Cn3nc(C)nc3C)C2)cc1C (centres undefined)	12	-1	-1	-2	2	-1.2	6	-3	-1	0
COc1ccccc1C(=O)NCCC(=O)N1CCCC(C(F)(F)F)C1 (centres undefined)	3	-2	-3	-1	1	-3.5	8	-3	2	-1
O=C(OCc1nnc(-c2ccccc2)o1)c1cccc(-n2cnnn2)c1	2	3	4	1	0	-0.2	4	-1	-4	4
CCc1ccc(N(C(=O)CNC(=O)c2ccco2)C(C(=O)NCC2CCCO2)c2ccccc2)cc1 (centres undefined)	4	1	-9	3	-6	-1.4	-2	-4	4	2
O=C(NCC1CCCO1)C1CCN(S(=O)(=O)c2ccccc2)CC1 (centres undefined)	1	2	0	1	-6	-0.5	9	1	-1	1
CN(C)CCCNC(=O)c1ccc(Cl)c(S(=O)(=O)N(C)c2ccccc2)c1	1	1	-1	1	-1	1.0	13	0	0	-1
O=C(NCc1ccccn1)c1cc(S(=O)(=O)N2CCCCCC2)ccc1Cl	4	-1	-10	2	-4	-2.3	-3	-6	0	1
Fc1ccc(N2N=C(c3cccs3)CC2c2ccco2)c(F)c1 (centres undefined)	7	-1	5	-2	-2	1.7	-9	3	-2	2
Cc1nc(C(=O)N2CCCC(Nc3ccc(C)c(C)c3)C2)cs1 (centres undefined)	2	3	1	-2	0	-1.1	1	13	2	2
Cc1cccc(Cc2c(C)nc3nc(SCC(=O)NCc4ccco4)nn3c2C)c1	4	1	3	-3	-2	-0.8	1	0	1	2
Clc1ccc(OCCn2ccnc2)c2ccccc12	3	0	-7	1	6	-1.4	-9	4	4	-4
COCCNC(=O)Cn1cnc2ccc(S(=O)(=O)N3CCC(C)CC3)cc2c1=O	6	-1	-1	-1	2	-3.4	5	-4	-1	-3
O=C(Cn1cc(C(F)(F)F)cc(Cl)c1=O)Nc1cccc(S(=O)(=O)N2CCCCC2)c1	-1	7	-5	4	-17	0.8	-5	-4	-1	8
c1ccc(-c2ccccn2)nc1	2	-6	-1	0	4	-0.6	2	-1	-2	-1
Cc1ccc(C(=O)NC2CC(C)(C)NC(C)(C)C2)cc1	-2	-2	1	-4	4	-0.9	9	0	-1	1
CN1CCN(C(=O)CN(CCc2ccccc2)S(C)(=O)=O)CC1	-8	-1	-1	4	0	-1.0	-1	-1	-3	-2
CC(=O)Nc1ccc(NC(=O)C(C)OC(=O)CNS(=O)(=O)c2ccc(Br)cc2Cl)cc1 (centres undefined)	8	3	-3	0	3	3.9	10	4	-2	0
O=C(NCCCNC(=O)c1cncc(O)c1)c1cncc(O)c1	-3	3	0	-1	8	-3.1	2	11	-4	4
CCCCOCCCNC(=O)C[C@@H]1C[C@@]2(C(=O)OC)CCCCC=C2N(Cc2ccc3c(c2)OCO3)C1=O	0	-2	-3	-2	/	1.1	2	-2	3	4
CCn1c(=O)cc(OCC(=O)Nc2nc(C)cs2)c2ccccc21	2	12	9	5	-1	13*	1	-22	-1	-9
O=S(=O)(Cc1cc(Sc2ccccc2)nc(-c2ccccc2)n1)c1ccccc1	5	3	-1	0	2	-1.7	5	-8	-1	2
CCN(CC)c1ccc(/C=N/n2c(=S)[nH]nc(C)c2=O)cc1	-1	0	4	0	2	-0.2	-6	10	3	-4
O=C(CN1CCOCC1)NN1CC(=O)N(c2ccc(Cl)cc2)CC1=O	2	0	5	-1	7	-1.2	7	2	0	1
NC(=O)C1CCN(C(=O)c2ccc3ccccc3c2)CC1	2	1	6	-1	4	1.1	1	-7	-1	-2
CN(C)C(=O)c1cc(C(=O)c2c(F)cccc2F)c[nH]1	-7	3	-6	4	3	-1.1	-6	-1	-6	1
CN(C)C(=O)C(=O)c1cccn1-c1ccccc1C#N	0	-2	-7	-1	-1	-1.1	0	4	-4	2
COc1ccc(CNc2nc(-c3cccnc3)nn2C(=O)C(C)C)cc1	4	-3	-2	-5	2	0.0	11	0	-1	-3
CCC(C)(C)NC(=O)C(c1cccn1C)N(C(=O)Cn1nnc2ccccc21)c1ccc(OC)cc1OC (centres undefined)	7	0	5	-2	3	-0.8	13	7	0	3
COc1cccc(-c2cc3nc(NCc4ccccc4F)n(C)c(=O)c3s2)c1	-6	6	-5	5	/	-0.3	-1	-73	-3	-26
O=C1OCCC1Sc1nc2ccccc2c(=O)n1Cc1ccccc1 (centres undefined)	-1	-1	2	0	1	0.4	-9	-1	-6	0
CN(C)c1ccc(CNn2cnnc2SCC(=O)NC(C)(C)C)cc1	-2	2	1	1	4	-1.1	13	10	-5	7
CS(=O)(=O)NCCCNc1c(Cl)cccc1[N+](=O)[O-]	-2	2	6	-4	10	-0.9	-7	-3	-5	3
O=C(COC(=O)Cc1ccccc1F)Nc1cccc(S(=O)(=O)NC2=NCCCCC2)c1	6	-2	-6	1	-4	-1.5	0	4	-1	-9
COc1cccc(NC(=O)CCCn2nc(C)c3c(C)n(-c4ccccc4)nc3c2=O)c1	3	0	-7	-2	1	-0.7	-11	-5	5	-2
Cc1ccccc1C(=O)Nc1cccc(NC(=O)c2ccc(-c3ccc(Br)cc3)o2)c1	-2	2	3	-1	-11	0.9	1	-18	-3	-8
CCCCOc1ccc(/C=C/C(=O)Nc2ccc(C(N)=O)cc2)cc1	1	-2	-6	5	-9	1.6	-7	-14	2	-2
